Screening data deposited in PubChem BioAssay by several laboratories.
ABCB6 inh MLPCN: ABCB6 transporter inhibitors, primary screen, K562-ABCB6 cells, flow cytometry, MLPCN library. ATP-binding cassette sub-family B member 6 (Homo sapiens), Q9NP58. K562-ABCB6 porphyrin accumulation, 1 h; active compounds read low. fluorescence ratio to DMSO, % at 10 µM. 0.19% of 360,000 active;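 active = fluorescence ratio to DMSO below 75%, the collection mean minus 3 SD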;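 also: signal is porphyrin accumulated inside mitochondria; 100% equals median channel fluorescence of DMSO control wells; lower ratio means ABCB6 inhibition with less porphyrin fluorescence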
CaV13 FRET inh: Disruptors of the CACNA1D IQ motif to Ca2+-dependent inactivation inhibitor domain association, primary screening, Förster resonance energy transfer in intact living …. HEK cells, CFP/YFP FRET ICDI-IQ, plate reader, 10 min; percent FRET-ratio fall versus neutral wells. inhibition, % at 12.3 µM. 0.098% of 340,000 active. AID 743397;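 active = mean replicate inhibition of at least 30% and at least 1% of replicates passing that level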;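 also: 0% = median of the neutral control wells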
Exocytosis inh: LAMP-1 surface exposure blockers, TALL-104 cells – cell-based, flow cytometry, MLPCN library, primary screen. 0.66% of 360,000 active. inhibition, % at 10 µM. TALL-104 LAMP-1 surface exposure; cells stimulated with thapsigargin and PMA;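 active = inhibition above about 55%, limit read from the data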
PDI turbidity: inhibitors of human PDI, primary screen, biochemical, turbidity, single point, plate reader. PDI insulin aggregation turbidity, A650, 90 min. inhibition, % at 10 µM. 0.052% of 350,000 active;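 active = mean inhibition across replicates of 30% or more, whatever share of single replicates reach that level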;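 also: absorbance from insulin aggregation driven by PDI reduction with DTT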
Target sequence (P07237 whole entry, looked up): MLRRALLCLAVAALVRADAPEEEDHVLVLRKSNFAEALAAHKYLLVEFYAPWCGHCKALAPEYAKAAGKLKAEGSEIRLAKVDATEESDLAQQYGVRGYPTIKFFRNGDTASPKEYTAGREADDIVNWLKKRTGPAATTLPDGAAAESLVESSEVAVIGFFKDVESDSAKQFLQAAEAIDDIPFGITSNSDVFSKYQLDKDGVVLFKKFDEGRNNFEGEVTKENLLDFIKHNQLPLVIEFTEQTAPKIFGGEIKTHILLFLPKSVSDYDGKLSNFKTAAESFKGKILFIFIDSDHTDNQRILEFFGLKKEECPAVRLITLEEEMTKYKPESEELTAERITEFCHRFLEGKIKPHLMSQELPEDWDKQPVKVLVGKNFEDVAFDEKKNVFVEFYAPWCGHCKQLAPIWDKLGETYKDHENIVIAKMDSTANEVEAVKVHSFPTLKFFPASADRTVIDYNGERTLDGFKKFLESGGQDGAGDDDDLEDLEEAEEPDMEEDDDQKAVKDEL
MC4R antag cAMP: MC4R antagonists of cAMP signaling, primary screen, cell-based, TR-FRET, antagonist arm of biased-ligand search; Melanocortin receptor 4 (Homo sapiens), P32245; MC4R-expressing cells, MTII-stimulated cAMP, LANCE TR-FRET; 0.48% of 360,000 active; AID 540295, 2011; inhibition, % at 6.5 µM;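 active = inhibition above its plate's cutoff, the mean of tested wells on that plate plus 3 SD, cut at about 29% in these data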;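 also: 0% = Melanotan II alone and 100% = Melanotan II plus saturating MCL0020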
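System: U2OS cells stably expressing human melanocortin 4 receptor (MC4R). Reagent: Melanotan II challenge after compound preincubation. Doses: 6.5 µM. Times: 30-min compound, 1-h challenge, 1-h detection, room temperature. Measured by: TR-FRET with Eu-cAMP and labeled anti-cAMP, 671 nm. Replicates: singlicate.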
m5-HT2A agonist: mouse Htr2a agonists via beta-arrestin recruitment, primary screen, cell-based, luminescence; AID 624169, 2012; 0.66% of 360,000 active; CHO-K1 mHTR2A beta-arrestin complementation; percent of 30 µM serotonin response; activation, % at 7.6 µM;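 active = activation above a run cutoff, the mean activation of all tested compounds plus 3 SD, cut at about 14% in these data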;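 also: 0% = plate median of compound wells and 100% = 30 µM serotonin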
Target sequence (P35363 whole entry, looked up): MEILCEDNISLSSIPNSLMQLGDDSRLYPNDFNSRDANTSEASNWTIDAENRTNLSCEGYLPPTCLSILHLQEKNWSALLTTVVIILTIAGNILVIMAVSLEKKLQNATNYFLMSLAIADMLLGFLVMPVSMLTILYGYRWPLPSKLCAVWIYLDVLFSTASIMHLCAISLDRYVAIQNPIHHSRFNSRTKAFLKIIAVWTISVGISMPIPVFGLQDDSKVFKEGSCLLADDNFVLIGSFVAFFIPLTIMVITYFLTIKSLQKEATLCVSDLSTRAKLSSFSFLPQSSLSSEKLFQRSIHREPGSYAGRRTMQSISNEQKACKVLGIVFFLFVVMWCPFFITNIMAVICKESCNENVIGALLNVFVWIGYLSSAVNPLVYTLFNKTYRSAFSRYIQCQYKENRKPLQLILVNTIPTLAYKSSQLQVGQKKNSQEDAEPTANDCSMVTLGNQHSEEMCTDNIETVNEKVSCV
ABHD5-PLIN5 inh: ABHD5-PLIN5 interaction inhibitors, primary screen, cell lysate, split luciferase complementation, luminescence. Perilipin-5 (Homo sapiens) + 1-acylglycerol-3-phosphate O-acyltransferase ABHD5 (Homo …. Split G. princeps luciferase complementation, 4 h. 0.78% of 360,000 active. AID 602281, 2012. inhibition, % at 4 µM;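 active = inhibition above the mean inhibition across every tested compound plus 3 SD, cut at about 22% in these data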;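 also: 0% = DMSO only wells and the 100% control is not disclosed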
H9c2 protect: cardioprotection against H2O2-induced cell death, primary screen, uHTS, H9c2 cells, ATPLite luminescence; AID 588492, 2011; H9c2 cardiomyocytes, H2O2 injury protection, 2 h; protection from H2O2 cell death, % at 20 µM; 0.63% of 360,000 active;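 active = compounds giving at least 50% protection of heart cells from peroxide-induced death in the single-dose screen, raw or plate-pattern-corrected value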;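 also: 0% = DMSO wells with peroxide and 100% = DMSO wells without peroxide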
MC4R barr agon: MC4R agonists recruiting beta-arrestin, primary screen, cell-based, luminescence, agonist arm of biased-ligand search. U2OS MC4R beta-arrestin complementation; percent of melanotan II response, DMSO zero. activation, % at 8.9 µM. Melanocortin receptor 4 (Homo sapiens), P32245. 0.98% of 360,000 active;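 active = activation above a per-plate cutoff, the mean activation of sample wells on that plate plus 3 SD, cut at about 8% in these data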
Glyco luc inh: increase of ERlucT glycosylation luciferase signal, primary screen, N-linked glycosylation inhibitor project, D54 ERlucT cells, luminescence, set 2 | D54 ERlucT glycosylation luciferase reporter, 24 h; percent of 100 nM tunicamycin response | reporter increase, % at 12.5 µM | 0.23% of 360,000 active;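 active = mean luciferase reporter signal, scaled so untreated is 0 and the glycosylation-blocking control 100, at or above a set limit in every replicate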;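 also: luciferase carries N-glycosylation sites so blocking glycosylation raises the light; 0% = median of neutral control wells and 100% = median of 100 nM tunicamycin wells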
Starred values were filed as active, the others as inactive; . = no result given.

SMILES	ABCB6 inh MLPCN	CaV13 FRET inh	Exocytosis inh	PDI turbidity	MC4R antag cAMP	m5-HT2A agonist	ABHD5-PLIN5 inh	H9c2 protect	MC4R barr agon	Glyco luc inh
CC(C)c1ccc(NC(=S)N(C)CCc2ccccn2)cc1	103	-3	-2	-2	2	-7	1	6	-2.9	-2
Cc1ccc(NC(=O)Cn2nnc(C(=O)NCc3ccc4c(c3)OCO4)c2N)cc1	98	-6	-2	-1	-1	5	14	1	1.9	-3
CCCN1CCC(=O)N([C@H](CO)CC(C)C)CC1	89	-9	-1	1	-3	4	0	0	0.3	3
CN(C)/C=C(\C#N)C(=O)c1cccc(Oc2ccc(Br)cc2)c1	144	-5	3	3	4	4	2	-8	1.7	2
CC1(C)CCCC2(C)C(OCCO)=CC(=O)C=C12 (configuration not stated)	97	-4	6	0	15	6	-1	-3	-0.9	0
CCOC(=O)c1ccc[n+](CC(=O)c2ccccc2)c1	101	-19	0	2	20	-1	6	8	-1.5	0
CCN1C(=O)/C(=C/c2cccs2)N(C)C1=S	98	-3	5	-6	-8	-2	-3	-4	-2.6	-1
CS(=O)(=O)N1CCN(c2ccccc2NC(=S)NC(=O)c2ccco2)CC1	99	-10	8	-10	6	-2	-2	38	-0.7	1
NC(=O)c1cc2ccc(O)cc2oc1=Nc1ccccc1	100	26	0	-8	-6	11	5	-15	-0.6	-11
COc1ccc2nc(SCC(=O)Nc3ccc(S(=O)(=O)Nc4nccc(C)n4)cc3)[nH]c2c1	90	-4	-3	1	-7	3	6	7	-0.2	0
O=C(O)/C=C/C(=O)Nc1cccnc1	102	-7	-1	-7	18	0	4	-1	1.9	-3
Cc1[nH]c(=O)[nH]c(=O)c1N1CCOCC1	93	2	6	-7	8	1	0	1	1.1	-1
COCOc1ccc(C=O)c(OCOC)c1	94	.	-1	.	2	7	1	6	-0.4	3
CCN1C(=O)CC(C(=O)Nc2ccc(F)cc2)SC1=Nc1ccc2c(c1)OCO2 (configuration not stated)	99	.	-1	4	1	2	2	11	-0.6	-2
CCn1c(SCC(=O)Nc2nc(C)cs2)nnc1C(NC(=O)c1ccccc1Cl)C(C)C (configuration not stated)	104	.	1	6	2	-3	-5	3	0.9	0
O=S1(=O)CC(N2CCN(c3ccccn3)CC2)CN1Cc1ccccc1 (configuration not stated)	97	-9	-8	.	.	-5	12	4	.	2
COc1ccc(C(=O)c2c3ccc(C(F)(F)F)cc3[n+]([O-])n2CCCC(N)=O)cc1	98	-12	16	5	-7	10	-1	-6	1.7	-1
Cn1c(Cc2cccc3ccccc23)nnc1SCC(=O)N1CCN(c2ccccc2)CC1	83	-9	0	3	3	1	19	0	1.3	-4
COc1ccc(N2C(=O)C3C(c4ccc(OC)cc4O)NC(Cc4ccccc4)(C(=O)O)C3C2=O)cc1 (configuration not stated)	102	-5	2	-8	2	-2	2	-3	-1.9	0
CCN1/C(=C2\OC(=S)N(C)C2=O)Sc2ccccc21	98	0	-1	-2	11	4	-5	-7	-0.2	4

9 of the compounds above, bar-delimited.
structure | ABCB6 inh MLPCN | CaV13 FRET inh | Exocytosis inh | PDI turbidity | MC4R antag cAMP | m5-HT2A agonist | ABHD5-PLIN5 inh | H9c2 protect | MC4R barr agon | Glyco luc inh
Cc1[nH]c(=O)[nH]c(=O)c1N1CCOCC1 | 93 | 2 | 6 | -7 | 8 | 1 | 0 | 1 | 1.1 | -1
COCOc1ccc(C=O)c(OCOC)c1 | 94 | . | -1 | . | 2 | 7 | 1 | 6 | -0.4 | 3
CCN1C(=O)CC(C(=O)Nc2ccc(F)cc2)SC1=Nc1ccc2c(c1)OCO2 (configuration not stated) | 99 | . | -1 | 4 | 1 | 2 | 2 | 11 | -0.6 | -2
CCn1c(SCC(=O)Nc2nc(C)cs2)nnc1C(NC(=O)c1ccccc1Cl)C(C)C (configuration not stated) | 104 | . | 1 | 6 | 2 | -3 | -5 | 3 | 0.9 | 0
O=S1(=O)CC(N2CCN(c3ccccn3)CC2)CN1Cc1ccccc1 (configuration not stated) | 97 | -9 | -8 | . | . | -5 | 12 | 4 | . | 2
COc1ccc(C(=O)c2c3ccc(C(F)(F)F)cc3[n+]([O-])n2CCCC(N)=O)cc1 | 98 | -12 | 16 | 5 | -7 | 10 | -1 | -6 | 1.7 | -1
Cn1c(Cc2cccc3ccccc23)nnc1SCC(=O)N1CCN(c2ccccc2)CC1 | 83 | -9 | 0 | 3 | 3 | 1 | 19 | 0 | 1.3 | -4
COc1ccc(N2C(=O)C3C(c4ccc(OC)cc4O)NC(Cc4ccccc4)(C(=O)O)C3C2=O)cc1 (configuration not stated) | 102 | -5 | 2 | -8 | 2 | -2 | 2 | -3 | -1.9 | 0
CCN1/C(=C2\OC(=S)N(C)C2=O)Sc2ccccc21 | 98 | 0 | -1 | -2 | 11 | 4 | -5 | -7 | -0.2 | 4

The listing continues:
SMILES	ABCB6 inh MLPCN	CaV13 FRET inh	Exocytosis inh	PDI turbidity	MC4R antag cAMP	m5-HT2A agonist	ABHD5-PLIN5 inh	H9c2 protect	MC4R barr agon	Glyco luc inh
CN1CCN(C(=O)c2ccc3c(=O)n(-c4ccc(F)cc4)c(=S)[nH]c3c2)CC1	99	-3	-1	3	23	3	3	-4	0.1	0
O=C(COC(=O)c1cc(S(=O)(=O)Nc2ccccc2Cl)ccc1O)Nc1ccc(F)c(F)c1F	86	-6	0	-10	4	-2	-5	-11	-2.2	1
COc1ccc(S(N)(=O)=O)cc1C(=O)OCCCOC(=O)c1cc(S(N)(=O)=O)ccc1OC	100	.	-4	-2	8	0	1	3	-2.7	1
COc1cc(CNCCCCO)ccc1OCc1ccccc1F	98	-6	-1	-2	0	-6	-2	7	-1.1	-5
O=C(Nc1ccon1)c1ccc(N2CCCCC2)c([N+](=O)[O-])c1	103	-4	-2	1	8	-6	0	6	-0.1	-5
CC(C)C(=O)N1CCC1(C)C(=O)NCc1ccc(F)cc1Cl (configuration not stated)	98	-11	-1	-5	-6	0	-6	-1	-0.1	1
CC1(C(=O)NCCc2c[nH]c3ccccc23)CCN1Cc1csc2ccccc12 (configuration not stated)	98	-7	0	-5	12	-3	5	0	0.8	-5
CN=C(Nc1ccc(Br)cc1)SC1CC(=O)N(c2ccc(OC)cc2)C1=O (configuration not stated)	101	-17	-2	5	3	0	5	-1	-1.4	-1
COc1cc(/C=C(\C#N)C(=O)N2CCCCC2)ccc1O	100	8	-11	12	1	2	-6	7	-2.2	0
CC(=NNC(=O)c1ccncc1)c1ccc2ccccc2c1O	102	-18	15	-3	6	-14	4	21	-0.7	-10
CC(C)NC(=O)c1cc(C2CCCCN2C(=O)CCCc2ccccc2)on1 (configuration not stated)	99	-8	1	0	11	-2	-3	2	1.7	13
CC(C)C(C(=O)NCC1CCCO1)N(C(=O)CNS(=O)(=O)c1ccc(F)cc1)C1CCCCC1 (configuration not stated)	101	-3	3	0	18	-6	-20	-1	0.0	0
O=C(O)COc1ccc(/C=C2\SC(=Nc3ccccc3)N(c3ccccc3)C2=O)cc1	102	-4	-2	2	14	1	3	4	-0.9	3
O=C(COC(=O)c1cc(S(=O)(=O)N2CCCCC2)ccc1N1CCOCC1)c1ccc(Cl)cc1	92	-4	0	0	6	-10	3	-10	-1.8	-2
Cc1cccc(C)c1NC(=O)C(c1ccncc1)n1c(=O)c(-c2cc3ccccc3[nH]2)nc2ccccc21 (configuration not stated)	.	-4	11	.	.	7	8	.	.	.
CN(c1ccc(C(=O)Nc2ccc3c(c2)n(C)c(=O)n3C)cc1)S(C)(=O)=O	96	-4	14	1	4	4	10	4	-1.0	16
CCc1ccccc1NC(=O)c1ccc([N+](=O)[O-])s1	100	-6	0	2	8	-5	-8	-8	-2.7	-7
COc1ccccc1NC(=O)Nc1ccc2c(c1)CCC2	98	.	-4	8	15	6	-4	-9	1.0	-4
O=C(NCc1ccccc1)C(c1ccccc1)n1c(=O)c(-c2cc3ccccc3[nH]2)nc2ccccc21 (configuration not stated)	.	-25	-3	.	.	-2	-9	.	.	.
CSc1ccccc1OCc1cc(C(=O)N2CCN(c3ncccn3)CC2)no1	99	-6	0	6	-1	-7	2	0	-2.0	1
CCOC(=O)C1CCN(C(=O)c2cccc(S(=O)(=O)N(C)C3CCCCC3)c2)CC1	93	-2	14	6	12	-4	1	1	0.5	-1
Cn1c(=O)oc2cc(S(=O)(=O)N3CCCCC3)ccc21	105	-3	-16	-3	-4	2	-2	7	0.9	2
Cc1ccc(CNC(=O)N[C@@H](Cc2ccccc2)C(=O)O)cc1	95	-5	3	6	16	-2	-2	1	-1.5	0
N#Cc1ccccc1OCC(=O)Nc1cc(S(=O)(=O)N2CCCCC2)ccc1N1CCOCC1	101	-3	5	5	4	3	0	22	-1.2	-5
CCOc1ccc(/C=N/NC(=O)C(=O)N2CCCCCC2)c2ccccc12	90	-2	-4	-1	-5	0	8	-8	-0.5	-6
Cc1cc(S(=O)(=O)N2CCOCC2)ccc1OCC(=O)Nc1cccc(C(F)(F)F)c1	99	-3	5	6	4	-6	-5	-2	2.5	5
CCNC(=S)N1CCN(S(=O)(=O)c2ccc(Cl)s2)CC1	99	-6	12	13	4	2	1	-2	-0.9	-2
Cc1c(NC(=O)c2cc3nc(-c4ccc(Cl)cc4)cc(C(F)(F)F)n3n2)c(=O)n(-c2ccccc2)n1C	98	-5	3	3	8	-2	2	-7	-0.9	-3
Cc1ccc(C(=O)Nc2cccc3ccccc23)cc1	102	-18	-6	-4	-2	-1	3	2	-0.2	-2
O=C(CNC(=O)COc1ccccc1)NCc1ccccc1F	91	-20	-3	6	-4	-1	-2	3	-0.5	2
CC(=O)c1c(C)oc2ccc(NS(=O)(=O)c3ccc(C)cc3)cc12	88	-5	11	-1	-5	3	0	-16	2.7	2
COc1ccccc1N1CCN(S(=O)(=O)c2ccc(-n3cnnn3)cc2)CC1	101	-17	-4	1	-3	-4	-11	-2	-1.4	1
CC(C)CNS(=O)(=O)c1ccc(S(=O)(=O)NC2CCOC(C)(C)C2)cc1 (configuration not stated)	97	-8	-3	14	1	7	0	-2	1.3	-3
